Vc quorum ag = induces V. cholerae light production without autoinducers; 0.16% of 350,000 active; V. cholerae BH1578 lux reporter, luminescence, 6 h; activation, % at 18.7 µM; in the data active means activation mostly above about 9.7%, no sharp cut-off; inconclusive means no clear call, values can overlap the other calls; inactive means mostly below about 3.7%; further: not every result past the cut was called active; inactives centre near 0; reference of the scale not given here
Anthrax LF inh2 = anthrax lethal factor protease inhibition; P15917; multiplex microsphere protease cleavage assay, LF; inhibition, % at 10 µM; 0.12% of 360,000 active; AID 588501; further: plate controls were buffer without enzyme for full effect and enzyme alone for no effect
SARS 3CLpro inh = SARS-CoV 3CLpro protease inhibition; recombinant SARS-CoV 3CLpro, quenched FRET peptide cleavage; inhibition, % at 6 µM; 0.14% of 290,000 active; in the data active means inhibition above about 12%
BoNT A protease = blocks Botulinum neurotoxin A light chain protease. multiplex microsphere protease substrate cleavage, flow cytometry. inhibition, % at 10 µM. 0.17% of 360,000 active. AID 588499; further: plate controls were buffer without enzyme for full effect and enzyme alone for no effect
TcdB GH inh = blocks C. difficile toxin B glycohydrolase activity | TcdB glycohydrolase enzymatic assay, plate reader | P18177 | inhibition, % at 9.99 µM | AID 652162 | 0.24% of 350,000 active; in the data active means inhibition above about 10%
PfHsp40 rescue = rescue of PfHsp40-mediated yeast toxicity | growth rescue, % at 12.5 µM | S. cerevisiae expressing PfHsp40, growth rescue, ATP luminescence | 0.68% of 340,000 active | AID 504582; in the data active means growth rescue above about 28%, passing the limit was not always enough; inconclusive means no clear call, values can overlap the other calls;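 further: yeast W303a lacking pdr1 and pdr3 grown in galactose medium; growth measured after three days at 30 °C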
Yp Topo-I inh = blocks Yersinia pestis topoisomerase I activity | Y. pestis Topo-I cleavage product accumulation, plate reader | activity, % at 10 µM | 0.064% of 360,000 active; in the data active means activity above about 50%, passing the limit was not always enough; inconclusive means no clear call, values can overlap the other calls; further: inactives centre near 2
PrPC surface inh = cell surface PrPC inhibition, primary TR-FRET screen; P04156; TR-FRET read-out; inhibition, % at 13.8 µM; 0.43% of 370,000 active; AID 720596; in the data active means inhibition above about 24%; further: 0% = median of the test wells and 100% = reference compound wells
SSB-PriA inh = blocks PriA binding to SSB C-terminal tail. AlphaScreen SSBct-PriA binding, biotinylated peptide. 0.6% of 430,000 active. inhibition, % at 33 µM; in the data active means inhibition mostly above about 37%, no sharp cut-off; inactive means mostly below about 20%;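 further: plate controls were negative control peptide for no effect and reference peptide for full effect; strong numbers were not always called active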
Active calls of the source: *; i = inactive; ? = inconclusive; . = not tested or not shown; & = joins results of further samples. Unless noted, no stated cut-off is given here; in the data, active means inhibition above about 30%; inconclusive means no clear call, values can overlap the other calls; inactive means below that.

structure	Vc quorum ag	Anthrax LF inh2	SARS 3CLpro inh	BoNT A protease	TcdB GH inh	PfHsp40 rescue	Yp Topo-I inh	PrPC surface inh	SSB-PriA inh
CCOc1ccc(Cl)cc1-c1cc(C(=O)Nc2ccc(C(C)C)cc2)[nH]n1	-0.4	3	.	1.3	1.1	.	20	-1	.
O=C(c1ccccc1[N+](=O)[O-])N1CCCN(C(=O)c2ccccc2[N+](=O)[O-])CC1	i	-1	-5	-0.1	.	-0.3	4	-17	3
Cc1sc2nc(SCC(=O)NCCOCCO)nc(N)c2c1C	i	3	0	-2.0	-0.2	-0.7	-8	8	-1&-17
Cc1ccc(CC(=O)N2CCC(c3nc4c(nnn4Cc4ccccc4)c(=O)[nH]3)CC2)cc1	-0.1	-9	-4	-1.1	-1.7	-0.8	42	14	6
O=C1Cc2ccccc2C(=O)N1c1cccc(Cl)c1	-0.4	-3	-3	-1.0	0.3	0.4	-5	8	-4
COc1cccc(NC(=O)Cn2c3ccc(F)cc3c3nc4n(c(=O)c32)CCCS4)c1	-0.9	-3	-2	-0.8	0.9	-0.4	18	-1	-5
c1ccc(CSc2nnc(-c3c[nH]c4ccccc34)o2)cc1	i	-2	3	0.1	.	1.9	4	-7	-8
O=C(O)c1cc2c(N3CCC(Cc4ccccc4)CC3)ncnc2s1	-0.1	-2	4	-0.2	-0.8	0.7	15	3	0
COc1ccc(OCC2CNC(=O)O2)cc1 (stereo unspecified)	-0.1	-1	-1	-0.4	-1.5	0.7	5	7	-5
CCOc1ccc(C(C(=O)NC2CCCC2)N(Cc2ccccc2)C(=O)c2nsc(Cl)c2Cl)cc1 (stereo unspecified)	7.1	1	-1	-0.5	-0.1	-0.6	29	14	-8
O=C1NC(=Nc2ccc(F)cc2)SC1Cc1ccc(F)cc1 (stereo unspecified)	-0.9	3	1	-1.3	2.0	.	0	-1	4
CC(CNC(=O)COc1ccc2c(c1)OCO2)c1ccccc1 (stereo unspecified)	i	0	.	-0.1	0.8	3.1	10	6	1
Cc1c2cnn(CC(=O)NC3CCCC3)c(=O)c2c(C)n1Cc1ccccc1	-0.2	.	3	.	1.0	-0.8	14	-4	-1
O=C(NCCC1=CCCCC1)C1CCCN(S(=O)(=O)c2cnc[nH]2)C1 (stereo unspecified)	-0.5	-3	1	-0.4	-0.4	-0.7	1	-6	-6
COc1ccc(S(=O)(=O)Cc2ccc(C(=O)N3CCN(c4cccc(C)c4)C(C)C3)o2)cc1 (stereo unspecified)	0.1	-1	2	0.2	1.3	1.5	5	9	10
Cc1cc(NC(=O)CSCc2ccccc2)no1	-0.3	-2	5	0.1	0.8	2.2	-6	-6	3&-6
O=C(NNC(=O)c1cccs1)c1ccccn1	0.3	2	.	0.0	1.2	.	-11	3	.
CC(C)(C)CC(=O)NC(=S)NCCc1ccccc1	-4.2	0	3	1.4	4.4	2.0	15	4	-56
CCOC(=O)CN1CC23C=CC(O2)C(C(=O)NCc2ccccc2OC)C3C1=O (stereo unspecified)	-0.3	-8	0	-0.6	1.5	-1.2	7	-4	-16
COc1ccc(N/C=C/C(=O)C(F)(F)F)cc1	-0.2	0	0	0.3	.	-1.0	3	12	-8
CCOC(=O)c1c(C)n(Cc2ccc(F)cc2)c2ccc(O)cc12	i	-2	6	0.1	1.9	1.6	16	5	-1
CC(C)C(=O)N1CCN(c2ccc(NC(=O)c3ccco3)cc2Cl)CC1	-0.2	0	0	-1.3	1.9	1.0	6	2	2
O=C(Nc1ccc(C2CC2(Cl)Cl)cc1)c1cccc([N+](=O)[O-])c1 (stereo unspecified)	i	19	3	1.2	0.9	16	-7	26*	4
Cc1ccc(S(=O)(=O)NC(C)(C)CN2CCC(Cc3ccccc3)CC2)cc1	0.6	2	0	1.4	1.2	0.3	13	-3	-14
COc1ccc(OC)c(NC(=O)Nc2ccc3c(c2)OCO3)c1	i	.	2	.	1.2	1.1	-5	12	11
CCN(CC)C(=O)[C@H]1C[C@H](CC(=O)NCCc2ccccn2)C(=O)N2CCc3c([nH]c4ccc(Cl)cc34)[C@]12C	i	0	.	0.0	1.1	0.9	16	-3	6
COc1cc(/C=N/n2cnnc2)ccc1OCc1ccccc1	-0.3	-5	-2	-0.1	.	1.3	9	2	.
CC1(C)CC(NNCCC#N)=CC(=[N+]2CCCC2)C1	-0.2	0	-8	-0.2	0.0	-0.1	4	-1	-12
CCOC(=O)CC(=O)CSc1nc(N)c(C#N)c(-c2ccc(F)cc2)c1C#N	-0.3	-4	0	0.2	.	2.0	-7	-2	-14
COc1ccc(CNCCc2c[nH]c3ccccc23)cc1OC	1.4	8	-2	-0.7	-0.8	-1.1	-5	-2	-6

Looked up above.
Value for CC1(C)CC(NNCCC#N)=CC(=[N+]2CCCC2)C1 in PfHsp40 rescue: -0.1
Value for CCOC(=O)CC(=O)CSc1nc(N)c(C#N)c(-c2ccc(F)cc2)c1C#N in PfHsp40 rescue: 2.0
Value for COc1ccc(OC)c(NC(=O)Nc2ccc3c(c2)OCO3)c1 in Yp Topo-I inh: -5

Next part:
structure	Vc quorum ag	Anthrax LF inh2	SARS 3CLpro inh	BoNT A protease	TcdB GH inh	PfHsp40 rescue	Yp Topo-I inh	PrPC surface inh	SSB-PriA inh
Cc1cccc2sc(N(CCN(C)C)C(=O)c3cc(Cl)sc3Cl)nc12	-0.3	1	4	-0.1	.	-0.5	18	-5	26
O=C(C(c1ccccc1)c1ccccc1)N1CCCc2ccccc21	i	0	5	0.2	.	22	31	8	-11
CCCCOC(=O)c1ccc(NC(=O)c2c(O)[nH]c(=O)[nH]c2=O)cc1	i	-2	.	0.0	-3.0	0.1	10	6	-24
CCOC(=O)C1=C(COC(=O)C2CC(=O)N(c3ccccc3F)C2)NC(=O)NC1C (stereo unspecified)	i	2	.	0.8	1.0	-1.4	4	1	-25
C=CCc1cc(S(=O)(=O)c2ccc(O)c(CC=C)c2)ccc1O	i	2	4	?	0.9	1.0	-5	1	-8
COc1ccc(Br)cc1C(=O)N/N=C/c1cccnc1	i	-2	1	-1.5	-0.5	-2.4	-3	4	.
Nc1nc(NCCCN2CCOCC2)nc(Nc2ccccc2F)c1[N+](=O)[O-]	-0.4	-10	1	-1.9	0.3	-1.7	-13	-9	6
CCN1CCCC1CNC(=O)Cn1cccc1C(=O)c1ccccc1 (stereo unspecified)	-0.2	-2	2	-0.5	.	-1.6	-7	-5	8
CCCCONc1ncnc2nonc12	-0.2	2	1	0.0	.	-0.2	-1	4	-4
CC[N+](CC)=N/N=C1\C=CC[N+]([O-])=C1	.	-7	.	0.2	0.7	.	.	-8	.
COc1ccc(-c2cc(C(F)(F)F)nc(SCc3cccc(C(=O)O)c3)n2)cc1	i	-2	3	-0.1	0.0	-0.1	7	3	-12
O=C1C(=NO)CCCc2ccccc21	i	-4	.	0.1	0.6	-1.3	4	2	-4
O=C(Nc1ccccc1Cl)C1CCCN(S(=O)(=O)c2ccc(F)cc2)C1 (stereo unspecified)	-0.2	-3	5	0.6	.	-0.5	-3	17	-7
O=C(NNC(=O)C1CC1)c1ccc(-c2ccccc2)cc1	-0.6	3	6	0.7	0.4	2.7	0	-3	1
O=C(COC(=O)c1ccccc1Nc1ccccc1)NCc1ccccc1Cl	0.2	-1	-4	-0.4	.	0.2	25	2	-14
CCCNC(=O)CN1CCC(c2nc3ccccc3[nH]2)CC1	-0.3	0	1	0.1	0.9	-1.8	1	-12	-7
CCCNC(=O)C1(CC2CC(c3ccccc3)=NO2)CCN(C(=O)CCCCCBr)CC1 (stereo unspecified)	-1.4	-1	.	0.1	.	-0.1	20	.	-17
O=C(O)/C=C\C(=O)NNC(=O)c1cc(-c2ccccc2)n[nH]1	-0.4	-1	7	-0.5	-0.5	-0.5	-5	-2	-3
CCc1cccc(NC(=O)CCSCCC(=O)Nc2cccc(CC)c2)c1	-0.3	-2	-2	-1.1	.	1.0	9	-1	-19
N#Cc1c(-c2ccccc2)cc(-c2ccccc2)[nH]c1=O	i	2	7	-2.1	1.5	0.7	7	-3	-5
CN=C(Nc1cc(C)nn1-c1ccccc1)c1ccccc1	i	-2	9	0.2	0.6	-1.2	4	-3	-7
Cc1ccc(C)c(NC(=O)COC(=O)c2nn(C)c(=O)c3ccccc23)c1	i	.	.	.	-0.2	-0.4	-1	10	-1
COc1cccc(/C=C/C(=O)OCC(=O)Nc2ccc(Cl)c(S(=O)(=O)N(C)C)c2)c1OC	-0.2	-3	1	-1.2	0.1	0.4	6	1	-6
O=C(C1=C(O)C(=O)N(Cc2ccco2)C1c1ccccc1)c1cccs1 (stereo unspecified)	7.1	-4	-6	0.2	.	0.3	1	3	4
COc1ccc(CNC(=O)Nc2nnc([C@@H]3C[C@H](O)[C@@H](CO)O3)s2)cc1	1.2	0	.	0.0	-1.1	.	-5	6	.
O=C(Nc1ccc(F)cc1)c1cn(-c2ccccc2)nc1-c1ccncc1	i	-10	-2	-0.1	.	0.6	2	-14	-22
CNC(=O)C[C@H]1C(=O)N(c2ccccc2)C[C@@H]1CSC	-0.4	2	.	0.0	0.5	.	1	1	.
COc1ccccc1C(C)Nc1ccc(S(=O)(=O)N2CCN(C)CC2)cc1[N+](=O)[O-] (stereo unspecified)	-0.3	-2	.	2.9	-6.6	0.1	-13	-14	57*
Cc1nc2c(-c3ccc(F)cc3)c(C)nn2c(C)c1CCC(=O)N1CCC2(CC1)OCCO2	-0.7	3	3	0.4	.	0.1	40	1	-19
CCOC(=O)c1c(/N=C/C2=C(O)CCCC2=O)sc(C)c1C	i	0	0	0.1	.	-0.8	-4	-3	.
COC(=O)COc1cccc(NS(=O)(=O)c2cccc([N+](=O)[O-])c2)c1	i	6	0	-0.4	0.7	-0.2	-5	2	-11
COc1ccccc1NC(=S)N1CCn2cccc2C1c1cccnc1 (stereo unspecified)	-0.3	-5	1	0.0	1.1	0.6	12	3	7
CN(CC(=O)Nc1ccc(F)cc1)C(=O)CSc1nncs1	-0.7	-1	2	-2.1	0.7	-0.5	1	4	-3
Nc1nonc1OCCCCOc1nonc1N	-0.3	0	0	-0.2	0.1	-1.3	3	-8	-7
CC(C)(CNS(=O)(=O)c1ccc(Br)s1)N1CCOCC1	2.9	0	.	-0.6	1.5	-1.7	0	0	-15
O=C(COc1ccc(/C=N/NC(=O)c2ccc(O)cc2)cc1)Nc1ccc([N+](=O)[O-])cc1	-0.4	2	-3	0.0	.	0.8	-7	-7	.
O=C(Cn1c(=O)sc2ccccc21)N1CCOCC1	i	-4	0	1.6	.	-0.3	3	-2	-3
CC(C)[C@H](NC(=O)c1ccco1)C(=O)OCC(=O)c1ccc2c(c1)NC(=O)CO2	i	2	-6	-0.2	1.1	-0.2	4	10	-20
COc1ccc(NC(=O)Cc2cccc(F)c2)cc1S(=O)(=O)Nc1ccccc1Cl	-0.4	0	1	-0.2	2.3	0.3	5	-3	-18
Cc1ccn2cc(C34CC5CC(CC(C5)C3)C4)nc2c1	0.1	-2	0	-0.7	0.5	-0.5	11	-4	-10
Cc1ccc(C(=O)N/C(=C/c2cccs2)C(=O)NCCc2c[nH]c3ccccc23)cc1	-0.4	-5	2	-0.9	0.4	9.7	13	-11	21
COc1ccc(CCNC(=O)CN(CCc2ccccc2)S(C)(=O)=O)cc1OC	-0.3	3	0	0.0	0.8	0.4	3	1	-9
Cc1ccc(S(=O)(=O)N(C)C)cc1NC(=O)C1CCC1	-0.4	1	2	0.3	1.1	-0.7	0	2	5
O=C(Nc1cccc(S(=O)(=O)N2CCCC2)c1)c1cccc(OC(F)F)c1	-2.1	4	.	3.8	1.4	1.2	2	6	5

This is a subset (hit frequency here may not be typical).
